# HePTP inh – inhibitors of human HePTP phosphatase. recombinant HePTP phosphatase activity, OD absorbance. inhibition, % at 20 µM. actives 0.64% (n = 110,000); in the data active means inhibition above about 50%;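 further: plate controls were vehicle for no effect and reference inhibitor for full effect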
# Target sequence (P35236 whole entry, looked up): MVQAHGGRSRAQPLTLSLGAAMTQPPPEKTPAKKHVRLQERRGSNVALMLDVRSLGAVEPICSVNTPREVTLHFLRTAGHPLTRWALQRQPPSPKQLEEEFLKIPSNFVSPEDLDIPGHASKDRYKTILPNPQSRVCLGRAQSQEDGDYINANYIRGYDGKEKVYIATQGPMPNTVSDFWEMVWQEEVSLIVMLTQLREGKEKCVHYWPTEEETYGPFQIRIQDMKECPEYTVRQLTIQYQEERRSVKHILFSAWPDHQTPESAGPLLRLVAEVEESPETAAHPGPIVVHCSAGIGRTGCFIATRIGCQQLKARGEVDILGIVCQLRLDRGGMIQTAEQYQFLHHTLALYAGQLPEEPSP
# BAP1 block – blocks human BAP1 ubiquitin-AMC hydrolysis; Q92560; recombinant BAP1, Ub-AMC hydrolysis fluorescence kinetic; active compounds read low; activity remaining (% of control), % at 20 µM; actives 0.48% (n = 72,000); AID 436;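 active means activity remaining at or below 50% of control, provided the compound also passes the data quality filters; inactive means the rest, including low values that fail the filters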;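 further: 100% = DMSO wells rate and 0% = substrate alone blank rate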
# Target sequence (Q92560 whole entry, looked up): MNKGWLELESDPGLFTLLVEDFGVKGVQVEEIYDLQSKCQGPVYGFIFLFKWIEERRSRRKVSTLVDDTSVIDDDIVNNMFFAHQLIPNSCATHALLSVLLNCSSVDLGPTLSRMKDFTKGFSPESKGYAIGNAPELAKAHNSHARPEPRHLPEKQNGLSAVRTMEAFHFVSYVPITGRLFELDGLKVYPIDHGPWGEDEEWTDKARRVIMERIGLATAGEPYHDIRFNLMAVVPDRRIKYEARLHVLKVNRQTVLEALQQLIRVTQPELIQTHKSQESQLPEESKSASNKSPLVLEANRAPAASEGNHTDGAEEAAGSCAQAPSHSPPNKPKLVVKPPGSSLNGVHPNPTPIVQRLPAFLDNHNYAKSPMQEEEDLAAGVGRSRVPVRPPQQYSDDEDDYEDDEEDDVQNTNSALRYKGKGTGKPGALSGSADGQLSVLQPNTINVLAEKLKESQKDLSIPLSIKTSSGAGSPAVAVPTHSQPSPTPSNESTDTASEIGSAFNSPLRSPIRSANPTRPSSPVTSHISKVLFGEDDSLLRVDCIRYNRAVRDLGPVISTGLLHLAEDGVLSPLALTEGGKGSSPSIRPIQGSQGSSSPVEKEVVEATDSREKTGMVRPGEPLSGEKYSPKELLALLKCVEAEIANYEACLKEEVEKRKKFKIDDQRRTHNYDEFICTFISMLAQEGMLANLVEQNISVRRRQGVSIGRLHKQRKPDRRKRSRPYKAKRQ
# * marks the source's active call; other numbers are inactive results; / = not tested or not shown; & = joins results of further samples.
SMILES,HePTP inh,BAP1 block
O=C(C1=C(O)C(=O)N(c2ncc(S(=O)(=O)c3ccc([N+](=O)[O-])cc3)s2)C1c1ccc(F)cc1)c1ccco1 (centres undefined),-11.9,/
O=C(Cn1ccc([N+](=O)[O-])n1)Nc1ccc(I)cc1,/,165.7
CCCC(=O)Nc1ccc(NC(=O)c2ccc([N+](=O)[O-])o2)cc1,-8.9,/
COCCOC(=O)C1=C(C)NC2=C(C(=O)CCC2)C1c1ccc(Cl)c([N+](=O)[O-])c1 (centres undefined),-16.1,/
COc1cccc(OCCNC(=O)Nc2cc(F)c(F)cc2Cl)c1,-5.4,/
CC1=CC(C)C2C(=O)N(CCCN(C)C)C(=O)C2C1 (centres undefined),5.8,89.4
COc1ccc(CNc2ccc(C)c(C)c2)c(OC)c1,-11.2,/
COc1ccc(CC(=O)Nc2ccc(S(=O)(=O)Nc3nc(C)cc(C)n3)cc2)cc1,-4.8,/
CN(C)c1ccc(NC(=O)c2ccc([N+](=O)[O-])cc2Cl)cc1,/,80.9
COc1cc(C(=O)Nc2ccc(Br)cn2)cc(OC)c1OC,-16.1,/
COc1ccc2nc(Nc3ccc4c(c3)OCO4)sc2c1,0.1,82.9
Cc1cc(C)cc(NC(=O)C(=O)NCc2ccccc2)c1,5.1,/
CCOc1ccccc1NC(=O)CN(c1ccc(Br)cc1)S(C)(=O)=O,3.7,/
O=C(NC1C2CC3CC(C2)CC1C3)C(c1ccccc1)c1ccccc1 (centres undefined),4.9,/
COc1c(Cl)cc(C(=O)Nc2cccc(S(N)(=O)=O)c2)cc1Cl,4.4,/
O=C1/C(=C/c2ccc([N+](=O)[O-])o2)SC(=S)N1Cc1ccccc1,12.2,/
O=S(=O)(c1ccc(Oc2ncnc3scc(-c4ccccc4)c23)cc1)N1CCOCC1,5.6,/
Cc1ccc(/C=C2\SC(=Nc3ccc(O)cc3)NC2=O)cc1,10.2,/
O=C(Nc1ccccc1C(=O)OCC(=O)N1CCc2ccccc2C1)c1ccco1,-12.3,/
Cc1ccc(CN2C(=O)C(C)(C)Nc3ccccc32)c(C)c1,-4.2,84.4
CC(C)C(=O)N1c2ccccc2NC2=C(C(=O)CCC2)C1c1ccc(N(C)C)cc1 (centres undefined),6.3,79.2
Cc1sc(NC(=O)c2cccc(Cl)c2)nc1-c1ccccc1,/,58.0
CCOc1cc(/C=C2/C(=O)NC(=O)N(c3ccc(OC)cc3)C2=O)ccc1OCCOc1ccc([N+](=O)[O-])cc1,-5.4,/
O=C1/C(=C/c2ccc(-c3ccc(Cl)cc3Cl)o2)SC(=S)N1CC1CCCO1 (centres undefined),1.3,/
O=C1c2ccccc2C(=O)N1CCOCCN1C(=O)c2ccccc2C1=O,5.9,102.5
CCn1c2ccccc2c2cc(CN3CCN(C(=O)c4ccc(OC)c(OC)c4)CC3)ccc21,12.1,/
O=C(NCc1cccs1)c1nc2ncccn2n1,3.9,111.0
CCCCCC(=O)N1c2ccccc2NC2=C(C(=O)CC(c3cccc([N+](=O)[O-])c3)C2)C1c1ccco1 (centres undefined),/,128.5
COc1ccccc1-n1cnc2cc(NCc3ccc(Cl)cc3)ccc21,/,87.8
CCOC(=O)c1[nH]c(C)c(CN(CCc2ccc(OC)c(OC)c2)C(=O)CCCC(=O)O)c1C,-7.1,104.0
N#C/C(=C\c1ccc(Sc2ccccc2)o1)c1ccccc1,1.4,/
O=C(COc1ccc(Cl)cc1Br)NNC(=O)C(=O)N1CCCCC1,1.0,/
CC1CCOC2(O1)C(=O)N(CN1CCN(c3ccccc3F)CC1)c1ccccc12 (centres undefined),-5.7,99.6
O=C(NCc1cccnc1)C1CCN(S(=O)(=O)c2cccs2)CC1,9.0,97.6
CC1(C)Cc2cccc(OCC(=O)Nc3cccnc3)c2O1,14.2,102.4
CN1C(=O)CC(N2CCC(c3nc4ccccc4[nH]3)CC2)C1=O (centres undefined),-0.3,96.5
C=CCn1c(COc2cccc(C)c2)nnc1SCC(=O)NC(=O)NCc1ccco1,7.0,49.3*
CC1CCCCN1c1nnc(N)s1 (centres undefined),-4.1,91.6
O=C(O)C1C2CCC(C2)C1C(=O)Nc1nc2ccc(F)cc2s1 (centres undefined),-7.1,/
O=C(Nc1ccccc1N1CCCCC1)c1ncoc1-c1ccc(F)cc1,0.1,57.6

# Records above printed as active in BAP1 block.
SMILES,HePTP inh,BAP1 block
C=CCn1c(COc2cccc(C)c2)nnc1SCC(=O)NC(=O)NCc1ccco1,7.0,49.3*

# Back to the main list, starting 2 compounds before the break.
SMILES,HePTP inh,BAP1 block
O=C(O)C1C2CCC(C2)C1C(=O)Nc1nc2ccc(F)cc2s1 (centres undefined),-7.1,/
O=C(Nc1ccccc1N1CCCCC1)c1ncoc1-c1ccc(F)cc1,0.1,57.6
COc1ccc(CN2CCN(C(=O)c3cccc(OC)c3OC)CC2)c(OC)c1,-11.3,/
COc1ccc(-c2cc(C(=O)N3CCOCC3)c3cc(C)ccc3n2)cc1,10.4,119.5
CCCCOc1ccccc1C1Nc2ccccc2NC2=C1C(=O)CC(c1ccc(OC)c(OC)c1)C2 (centres undefined),-7.3,/
CCCCCCn1c(N2CCN(c3cccc(Cl)c3)CC2)nc2c1c(=O)[nH]c(=O)n2C,5.5,/
CC1CN(C)C(C)CC1NCc1ccc2c(c1)OCO2 (centres undefined),3.0,75.9
O=C1N=c2ccccc2=C1c1sc(Nc2cccc(Cl)c2Cl)nc1O,5.1,/
CC(=O)OCC(=O)c1ccc2ccn(C(C)=O)c2c1,8.1,/
CC1=C(C(=O)OCCOc2ccccc2)C(c2cccc(Cl)c2)C2=C(CCCC2=O)N1 (centres undefined),-4.0,/
CCOC(=O)c1sc(NC(=O)COc2cccc(Cl)c2)nc1C,/,102.4
CN(C)S(=O)(=O)c1ccc(C(=O)OCc2ccc(C#N)cc2)cc1,-11.9,109.3
Cc1nc(=O)c(-c2ccccc2)c(C)n1-c1ccc(OCC(=O)O)cc1,8.0,/
CC(C)c1ncc(C(O)c2cccc3ccccc23)n1C (centres undefined),-13.2,93.4
COc1cccc(C2=NOC(C(=O)NCc3ccc(F)cc3)C2)c1 (centres undefined),1.9,106.5
O=C(CSc1nc2ccccc2o1)NCC(=O)c1ccccc1,-2.2&-0.7,110.7
CCOC(=O)C1CCN(C2CC(=O)N(c3ccc(OCC)cc3)C2=O)CC1 (centres undefined),4.9,56.9
CCOCCc1nnc(NC(=O)CSc2ccccc2)s1,-3.4,68.1
Cn1cc(C(=O)N/N=C/c2ccccc2)ccc1=O,-11.2,/
CCCCOc1ccc(C(=O)NCC(C)c2ccccc2)cc1 (centres undefined),11.6,/
O=C(O)C1C2C=CC(C2)C1C(=O)N1CCc2ccccc21 (centres undefined),2.6,70.0
CCC(CC)C1C(C#N)=C(N)Oc2n[nH]c(C)c21 (centres undefined),16.0,116.1

# Retrieved by compound from the entries so far:
SMILES,HePTP inh,BAP1 block
COc1ccc(-c2cc(C(=O)N3CCOCC3)c3cc(C)ccc3n2)cc1,10.4,119.5
CCCCOc1ccccc1C1Nc2ccccc2NC2=C1C(=O)CC(c1ccc(OC)c(OC)c1)C2 (centres undefined),-7.3,/
Cn1cc(C(=O)N/N=C/c2ccccc2)ccc1=O,-11.2,/

# More compounds
SMILES,HePTP inh,BAP1 block
CC(C)CSc1nc2ccccc2n1CC(N)=O,-1.4,95.4
Clc1ccc(Cn2c(N=Cc3ccc4c(c3)OCO4)nc3ccccc32)cc1,/,67.3
CC(=O)N1CCc2cc(S(=O)(=O)CCC(=O)N3CCN(c4ccccn4)CC3)ccc21,-5.4,95.1
O=C(c1nn2c(c1Cl)NC(c1cccs1)CC2C(F)(F)F)N1CCN(C(c2ccccc2)c2ccccc2)CC1 (centres undefined),6.7,88.1
CN(C)c1nc(N)nc(CSc2nnnn2C)n1,1.2,/
C=CCC1(O)C(=O)Nc2ccccc21 (centres undefined),13.2,109.1
CCN1CCCC1CNC(=O)Cn1ncc2c(=O)oc3ccc(C)cc3c21 (centres undefined),-10.9,/
NC(=O)CCS(=O)(=O)CCN1CCCCC1,7.5,113.1
Oc1[nH]c2ccc(F)cc2c1N=Nc1ccccn1,9.8,/
CCOc1ccc(NC(=O)Cn2nnc(-c3ccccc3F)n2)cc1,-4.4,94.5
COCCCNc1nc(=S)[nH]c2cc(OC)c(OC)cc12,8.1,103.7
Cc1ccc(N2C(=O)C(N3C(=O)c4ccc([N+](=O)[O-])cc4C3=O)C2c2ccc3c(c2)OCO3)cc1F (centres undefined),/,83.3
Cn1ccc(=O)c2cc(Br)ccc21,10.7,/
COc1ccc(CCN2C(=O)/C(=C/c3sccc3C)SC2=S)cc1OC,3.0,/
COc1ccc(C(CC(=O)C(C)C)C2C(=O)c3ccccc3C2=O)cc1 (centres undefined),-7.7,/
Cc1cccc(OCCOC(=O)C2CCN(S(=O)(=O)c3cccs3)CC2)c1,8.9,88.5
COc1cc2c(cc1OC)C1=C(C#N)CC/C(=N\S(=O)(=O)c3ccccc3)N1CC2,5.5,66.8
CC(=O)c1cccc(NC(=O)CSc2nnc(-c3ccc(S(=O)(=O)N4CCCC4)cc3)o2)c1,-8.7,77.7
COc1ccccc1OC(=O)c1ccc(SC)cc1OC,7.0,114.5
Cc1ccc(C(O)(c2ccccc2)c2cnc(C(C)C)n2C)cc1 (centres undefined),-4.4,/
CC1CN(c2ccccc2)C(=O)CS1 (centres undefined),13.8,/
O=C(CC1(O)C(=O)N(Cc2ccccc2Cl)c2ccccc21)c1ccco1 (centres undefined),9.8,62.6
O=C(c1cc(-c2cccs2)nc2ccccc12)N1CCN(c2ccccc2)CC1,0.5,/
O=C1c2ccccc2NC(c2ccccc2)N1c1ccc(O)cc1 (centres undefined),7.6,89.2
O=C(/C=C/c1ccc([N+](=O)[O-])cc1)NCCSc1ccccc1,-7.3,/
COc1ccccc1C(=O)NCCn1ccc2ccccc21,2.5,94.8
O=C(Nc1ccc(NC(=O)c2cc3ccccc3o2)cc1)c1ccco1,-13.1,/
CCN(CC)c1ccc(NC(=O)c2cccc(Cl)c2Cl)cc1,10.8,/
O=S(=O)(NCc1ccc(Cl)cc1)c1ccccc1,9.1,/
Cc1c(Cl)c([N+](=O)[O-])nn1CC(=O)NCCCn1ccnc1,8.3,/
CCOC(=O)C1=NN(C(=O)c2cccc([N+](=O)[O-])c2)C(O)(c2ccc(Cl)cc2)C1 (centres undefined),103.9*,/
Cc1ccccc1OCC(=O)N/N=C\C=N\NC(=O)COc1ccccc1C,0.8,/
CC12C=CC(C)(O1)C1C(=O)N(c3ccc(F)cc3)C(=O)C12 (centres undefined),2.4,/
COC(=O)C1=C(C)NC(=O)CC1c1ccccc1F (centres undefined),2.5,95.4
O=[N+]([O-])c1ccccc1C=NN1CCN(Cc2ccccc2)CC1,0.2,/
COC(=O)c1cccc(NC2CC(=O)N(c3ccc(OC)c(OC)c3)C2=O)c1 (centres undefined),6.8,139.1
O=C(CCc1ccccc1)NCc1ccc(F)cc1,0.7,/
CC(C)(O)C1=NOC(c2ccccc2)C1 (centres undefined),7.5&0.4,107.7
COc1ccc(OCC(O)COc2ccc(OC)cc2)cc1,9.5,69.2
CN(C(=O)CCN1C(=O)C(C)(C)Nc2ccccc21)c1ccccc1,10.2,89.1

# Ordered by value in BAP1 block (highest first): six from the list above.
structure | HePTP inh | BAP1 block
COC(=O)c1cccc(NC2CC(=O)N(c3ccc(OC)c(OC)c3)C2=O)c1 (centres undefined) | 6.8 | 139.1
CC(C)(O)C1=NOC(c2ccccc2)C1 (centres undefined) | 7.5&0.4 | 107.7
COc1ccccc1C(=O)NCCn1ccc2ccccc21 | 2.5 | 94.8
O=C1c2ccccc2NC(c2ccccc2)N1c1ccc(O)cc1 (centres undefined) | 7.6 | 89.2
CN(C(=O)CCN1C(=O)C(C)(C)Nc2ccccc21)c1ccccc1 | 10.2 | 89.1
O=C(CC1(O)C(=O)N(Cc2ccccc2Cl)c2ccccc21)c1ccco1 (centres undefined) | 9.8 | 62.6

# (next part)
SMILES,HePTP inh,BAP1 block
O=C(C1CC1)N1CCc2cc(Br)cc(S(=O)(=O)N3CCOCC3)c21,8.9,93.7
COc1ccc(OC)c(S(=O)(=O)n2ccnc2C(C)C)c1,7.3,/
CN1CC(=NS(=O)(=O)c2ccccc2)N(C)C1=O,/,101.1
CCCN1CCN(CCCNC(=O)Cn2ncc3c4ccccc4n(C)c3c2=O)CC1,-2.2,93.5
COc1ccc(C2Nc3ccccc3NC3=C2C(=O)CC(c2ccccc2)C3)c(OC)c1 (centres undefined),-6.4,/
COc1cccc2cc(C(=O)NNC(=O)c3ccc(Br)cc3)c(=O)oc12,9.4,/
COc1ccc(OC)c(N=c2oc3c(OC)cccc3cc2C(=O)NCc2ccco2)c1,-7.3,74.1
CCOc1ccc(-c2cc(C(=O)Nc3c(C)cccc3CC)c3ccccc3n2)cc1,10.9,/
c1ccn2c(SCc3ccc4c(c3)OCCO4)nnc2c1,10.3,98.1
O=C1C=CC(=O)N1c1cccc(Br)c1,10.2,/
CCc1ccc(OC)c(S(=O)(=O)Nc2ccccc2C)c1,3.8,111.5
CCOC(=O)CSc1nnc(-c2ccncc2)o1,1.0,80.9
Cc1ccc(NC(=S)NC(=O)/C=C/c2ccccc2)c(C)c1,8.8,/
COCCN(CCOC)C(=O)c1cc2c(=O)n3ccccc3nc2s1,11.3,/
Cn1nnnc1SCC(=O)Nc1ccccc1,8.9,/
CCN(CC)S(=O)(=O)c1ccc(S(=O)(=O)N2CCN(CCC#N)CC2)cc1,10.8,88.0
Cc1ccc(C(=O)CC2(O)C(=O)N(Cc3ccc4c(c3)OCO4)c3ccccc32)cc1 (centres undefined),8.5,98.6
Cc1occc1-c1nnc(SCC(=O)c2ccc(F)cc2)n1Cc1ccco1,1.5,96.0
Cc1ccc(N(CC(=O)N2CCc3ccccc32)C2=NC(=O)CS2)cc1,1.3,90.7
CS(=O)(=O)N1CCCC(C(=O)NCCCN2CCN(Cc3ccccc3)CC2)C1 (centres undefined),6.3,92.8
O=C(O)c1ccc(N2CCCCCC2)c(N2C(=O)c3ccccc3C2=O)c1,2.2,97.7

# Compound activity from PubChem BioAssay.
